# PME-1 primary: blocks human protein phosphatase methylesterase 1; recombinant PME-1, FP-Rh probe fluorescence polarization; 0.53% of 320,000 active; inhibition, % at 5.9 µM;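 active means inhibition above the campaign mean of all compounds plus 3 SD, cut at about 26% in these data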;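 further: competitive labeling of PME-1 active site by serine hydrolase directed probe; 0% = PME-1 with DMSO and 100% = wells lacking PME-1 enzyme; inhibitors block probe labeling so polarization falls and inhibition rises; many of its hits are not listed in these tables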
# PAFAH2 inh: PAFAH2 (human) inhibition; Q99487; 0.99% of 340,000 active; inhibition, % at 3.39 µM; AID 492956; recombinant PAFAH2, FP-rhodamine activity probe, fluorescence polarization;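 active means inhibition above the mean over all tested compounds plus 3 SD, cut at about 30% in these data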;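 further: inhibitors block probe labeling of enzyme so polarization drops; 0% = enzyme with DMSO and 100% = wells lacking PAFAH2 protein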
# LYPLA1 counter: counter-screen for PME1 inhibitors: inhibitors of human LYPLA1; O75608; 0.16% of 320,000 active; recombinant LYPLA1, FP-Rh probe fluorescence polarization; inhibition, % at 5.9 µM; AID 2174;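 active means inhibition above the mean of all tested compounds plus 3 SD, set per campaign, cut at about 14% in these data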;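 further: inhibitors block serine hydrolase probe labeling of LYPLA1 so polarization falls; 0% = enzyme with DMSO and 100% = wells lacking LYPLA1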
# PAFAH1B3 inh: PAFAH1B3 (human) inhibition; Q15102; recombinant PAFAH1B3, FP-rhodamine probe, fluorescence polarization; inhibition, % at 3.39 µM; 0.28% of 340,000 active;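 active means inhibition above the screen-wide average of all tested compounds plus 3 SD, cut at about 25% in these data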;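 further: 0% = enzyme with DMSO only and 100% = wells lacking PAFAH1B3 protein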
# pPAFAH inh: inhibitors of human plasma PAF acetylhydrolase (pPAFAH). Q13093. recombinant pPAFAH, FP-rhodamine probe fluorescence polarization. inhibition, % at 3.39 µM. 1.5% of 330,000 active;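 active means inhibition above the mean inhibition across the screen plus 3 SD, cut at about 25% in these data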;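 further: inhibitors block binding of the rhodamine activity-based probe so polarization drops; 0% = enzyme with DMSO and 100% = wells lacking pPAFAH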
# Fam108B counter: blocks mouse Fam108B hydrolase in RBBP9 counter-screen; recombinant Fam108B, FP-Rh probe fluorescence polarization; AID 1947; 0.33% of 300,000 active; inhibition, % at 9.51 µM;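 active means inhibition above the screen mean inhibition plus 3 SD, computed separately per campaign, cut at about 18% in these data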;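 further: inhibitors lower polarization as less probe binds the enzyme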
# GSTO1 counter: counter-screen for RBBP9 inhibitors: inhibitors of human GSTO1; P78417; recombinant GSTO1, activity-based probe fluorescence polarization; inhibition, % at 5.96 µM; 1.1% of 300,000 active;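 active means inhibition above the campaign mean inhibition plus 3 SD, cut at about 35% in these data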;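 further: 0% = GSTO1-1 with DMSO and 100% = wells lacking GSTO1-1 enzyme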
# PAD4 inh: inhibitors of human PAD4. Q9UM07. recombinant PAD4, RCA probe fluorescence polarization. inhibition, % at 6.36 µM. 0.41% of 330,000 active;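 active means percent inhibition above a cutoff equal to the mean of all tested compounds plus 3 SD, cut at about 15% in these data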;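 further: 0% = PAD4 with RCA probe and DMSO and 100% = probe without PAD4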
# Target sequence (Q9UM07 whole entry, looked up): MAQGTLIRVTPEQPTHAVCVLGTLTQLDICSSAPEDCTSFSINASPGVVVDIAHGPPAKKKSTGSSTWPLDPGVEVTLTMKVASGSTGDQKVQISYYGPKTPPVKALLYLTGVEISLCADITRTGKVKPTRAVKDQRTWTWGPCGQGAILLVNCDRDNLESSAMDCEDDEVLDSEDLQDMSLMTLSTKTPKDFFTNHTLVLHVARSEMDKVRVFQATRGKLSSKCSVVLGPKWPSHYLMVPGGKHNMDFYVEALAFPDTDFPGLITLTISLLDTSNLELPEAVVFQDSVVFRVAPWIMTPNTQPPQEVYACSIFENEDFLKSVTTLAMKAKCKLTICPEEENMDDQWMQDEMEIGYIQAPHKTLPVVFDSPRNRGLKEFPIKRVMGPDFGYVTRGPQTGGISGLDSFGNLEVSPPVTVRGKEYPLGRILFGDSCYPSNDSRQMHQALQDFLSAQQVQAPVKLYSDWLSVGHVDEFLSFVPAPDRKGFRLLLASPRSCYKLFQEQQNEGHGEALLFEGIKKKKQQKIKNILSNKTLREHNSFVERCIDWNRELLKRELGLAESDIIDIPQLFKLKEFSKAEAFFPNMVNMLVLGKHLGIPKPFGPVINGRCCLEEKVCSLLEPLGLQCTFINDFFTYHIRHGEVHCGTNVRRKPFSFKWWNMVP
# PAFAH1B2 inh: blocks human PAF acetylhydrolase 1b catalytic subunit 2; P68402; recombinant PAFAH1B2, FP-rhodamine activity probe, fluorescence polarization; inhibition, % at 3.39 µM; 1.2% of 340,000 active; AID 492953;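 active means inhibition above the mean of all tested compounds plus 3 SD, cut at about 24% in these data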;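 further: 0% = enzyme with DMSO and 100% = wells lacking PAFAH1B2; many of its hits are not listed in these tables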
# Target sequence (P68402 whole entry, looked up): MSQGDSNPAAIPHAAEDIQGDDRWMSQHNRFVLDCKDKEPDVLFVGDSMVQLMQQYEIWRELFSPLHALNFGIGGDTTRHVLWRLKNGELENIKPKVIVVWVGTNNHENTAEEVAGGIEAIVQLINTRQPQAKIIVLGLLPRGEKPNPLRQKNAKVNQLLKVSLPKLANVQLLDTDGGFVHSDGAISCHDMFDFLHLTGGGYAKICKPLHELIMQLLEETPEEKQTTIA
# * hit, by the source's call; / = not tested or not shown; & = joins results of further samples. An excerpt (hit frequency here may not be typical).
mol	PME-1 primary	PAFAH2 inh	LYPLA1 counter	PAFAH1B3 inh	pPAFAH inh	Fam108B counter	GSTO1 counter	PAD4 inh	PAFAH1B2 inh
CCCCOP(=O)(OCCCC)C(O)c1ccc(F)cc1 (centres undefined)	1	1	-1	6	4	2	4	0	5
CSc1nsc(SCC(=O)Nc2ccc(OC(C)=O)cc2)n1	2	6	-1	-3	1	-5	-8	-2	-1
Cc1ccc(C(c2sc3nc(C)nn3c2O)N2CCN(CCO)CC2)cc1 (centres undefined)	-6	6	0	-6	-3	0	7	1	2
COc1ccc(OCCSc2nnc(-c3cccnc3)n2N)cc1	-1	0	-3	-6	8	1	-1	-2	-1
CCC(C)NCCCOc1ccc(Cl)cc1C(C)(C)C (centres undefined)	0	5	1	2	2	0	1	-4	0
NNc1nc2sc3c(c2c(=O)n1C1CCCCC1)CCN(Cc1ccccc1)C3	-3	1	-2	4	8	0	0	-6	7
COc1c(F)cc2[nH]c3c(c2c1F)CCNC3=O	2	-2	-3	5	2	2	0	0	4
CC(=O)N/C(=C\c1ccccc1)C(=O)OCCCOC(=O)/C(=C/c1ccccc1)NC(C)=O	6	-4	4	-1	8	-2	6	4	-5
COC(=O)CCC(=O)NC(=S)Nc1sc(C)c(C)c1C(N)=O	9	5	2	5	-1	0	-1	-5	1
CC(C)OC(=O)COc1cc(O)c2c(=O)cc(-c3ccccc3)oc2c1	-3	4	1	-6	-1	-6	-3	6	-6
COc1ccc(Cl)cc1NC(=O)C1CCN(C(=O)C2CC(=O)N(c3ccc(C)cc3)C2)CC1 (centres undefined)	0	9	-1	-6	-2	5	10	-2	5
CCOC(=O)c1ccc(Nc2cc(C)nc(-c3ccccc3O)n2)cc1	-14	-2	-18	1	-2	-5	-10	-2	-3
CC(=O)Nc1ccc(S(=O)(=O)NCCC(=O)N2CCC(Cc3ccccc3)CC2)cc1	1	-3	1	0	3	/	/	3	-1
CC(=O)c1cccc(NC(=O)C2CCN(S(=O)(=O)c3c(C)n[nH]c3C)CC2)c1	1	1	3	-3	5	-1	0	-1	0
COc1ccc(N(CC(=O)N2CCN(c3ccc(Cl)cc3)CC2)S(=O)(=O)c2c(C)noc2C)cc1	3	-4	-4	4	-2	-2	2	-3	6
COc1ccc(-n2c(Cc3ccccc3)nnc2SCc2ccc([N+](=O)[O-])cc2)cc1	12	2	-1	1	-1	-2	1	4	-1
CC1CC(=O)Nc2ccccc2N1S(=O)(=O)c1ccc(F)cc1F (centres undefined)	3	-1	0	2	-8	0	-4	-3	0
COc1ccc(OC)c(N2C(N)=C(C#N)C(c3ccc(OC)c(O)c3)C3=C2CC(C)(C)CC3=O)c1 (centres undefined)	-5	/	-1	/	0	-1	2	0	/
CCOc1ccccc1NC(=O)C1CCCN1S(=O)(=O)c1ccccc1C(F)(F)F (centres undefined)	1	1	-1	8	4	/	/	2	2
CCOc1ccc(C2C=C(c3ccccc3)Nc3ncnn32)cc1 (centres undefined)	-3	/	-4	/	1	1	5	-11	/
CC(=O)c1ccc(NC(=O)C2(c3ccccc3)CCOCC2)cc1	4	-3	-1	0	-1	-4	3	1	8
Cc1cc(C)cc(NC(=O)CCC(=O)N2CCSc3ccccc32)c1	-1	0	3	1	12	-1	-4	-3	6
CCN1CCCC1CNC(=O)C(=O)NCCc1ccc(OC)c(OC)c1 (centres undefined)	1	-5	1	0	5	0	-1	-3	0
COC(=O)[C@@H]1C[C@@]2(O)[C@@H](O)[C@@H](O)[C@@H](O)C[C@H]2N1Cc1ccc(Cl)cc1	0	1	1	8	-1	4	5	9	6
CC(C)C[C@H](N)c1nnc(S(=O)(=O)Cc2ccc(F)cc2)o1	-2	4	0	5	4	-2	0	-2	3
Cc1cccc(Nc2nc(N3CCOCC3)nc(N3CCOCC3)n2)c1	-4	3	-1	3	-4	-1	4	1	-4
COc1ccc(NS(=O)(=O)c2cc(N)ccc2N2CCCCC2)cc1	5	1	0	-2	4	/	/	-5	-1
COc1ccccc1CNCc1cccs1	5	-9	0	-2	3	4	-1	1	-3
Cc1cccc(C)c1NC(=O)COC(=O)C1CC(=O)N(Cc2ccccc2)C1 (centres undefined)	-4	-4	0	3	13	-1	0	2	1
CN(C)CCOC(c1ccccc1)c1ccccc1	-1	0&-2	-3	14&6	0&-2	-3	0	-3&-3	9&-1
Cc1nc(NCCc2ccccc2)c2nnn(Cc3ccccc3Cl)c2n1	-3	0	5	8	-3	1	4	0	6
CCC(C)N(C(=O)c1csnn1)C(C(=O)NCc1ccc(F)cc1)c1ccccc1F (centres undefined)	-1	-1	2	-2	-1	0	8	3	1
CCCCc1ccc(Nc2ncccc2C#N)cc1	3	2	-4	0	6	-3	4	-6	5
CCOC(=O)c1c(C)[nH]c(C(=O)Cn2c(=O)oc3ccccc32)c1C	-4	4	-1	3	3	-1	2	-1	-4
O=C(CN(CC1CCCO1)C(=O)CNS(=O)(=O)c1ccc(F)cc1)NCc1ccco1 (centres undefined)	-1	9	-1	3	4	1	9	0	0
CC(=O)c1ccc(S(=O)(=O)NC2CC(=O)N(c3ccc(C)cc3)C2)cc1 (centres undefined)	3	-3	3	1	0	-1	5	6	5
CC(C)CCn1nnnc1C(c1ccc(N(C)C)cc1)N1CCN(C(=O)c2ccco2)CC1 (centres undefined)	3	-8	-2	5	6	1	-3	1	-1
COC(=O)/C=c1\[nH]c2nnc(C)n2c1=O	0	3	-1	5	4	0	-1	-2	-1
CCOC(=O)Cc1sc(N)nc1C	-1	-2	4	5	0	-4	6	13	-2
CCOC(=O)c1sc(NC(=S)NC(=O)c2cccc(Cl)c2)c(C(=O)OCC)c1C	-4	3	-1	0	1	3	6	-2	-2

# Exported field by field: entries from further up.
CSc1nsc(SCC(=O)Nc2ccc(OC(C)=O)cc2)n1
- PME-1 primary = 2
- PAFAH2 inh = 6
- LYPLA1 counter = -1
- PAFAH1B3 inh = -3
- pPAFAH inh = 1
- Fam108B counter = -5
- GSTO1 counter = -8
- PAD4 inh = -2
- PAFAH1B2 inh = -1

CC(=O)Nc1ccc(S(=O)(=O)NCCC(=O)N2CCC(Cc3ccccc3)CC2)cc1
- PME-1 primary = 1
- PAFAH2 inh = -3
- LYPLA1 counter = 1
- PAFAH1B3 inh = 0
- pPAFAH inh = 3
- Fam108B counter = /
- GSTO1 counter = /
- PAD4 inh = 3
- PAFAH1B2 inh = -1

O=C(CN(CC1CCCO1)C(=O)CNS(=O)(=O)c1ccc(F)cc1)NCc1ccco1 (centres undefined)
- PME-1 primary = -1
- PAFAH2 inh = 9
- LYPLA1 counter = -1
- PAFAH1B3 inh = 3
- pPAFAH inh = 4
- Fam108B counter = 1
- GSTO1 counter = 9
- PAD4 inh = 0
- PAFAH1B2 inh = 0

# (listing goes on)
# Each structure is followed by: PME-1 primary	PAFAH2 inh	LYPLA1 counter	PAFAH1B3 inh	pPAFAH inh	Fam108B counter	GSTO1 counter	PAD4 inh	PAFAH1B2 inh
> O=C(O)c1ccccc1-c1ccccc1C(=O)NCCCO
    3	-1	-4	3	2	0	-2	0	4
> Cc1ccc(NC(=O)NC2CCN(S(=O)(=O)c3ccc(F)cc3)CC2)cc1
    2	10	-2	2	1	-7	1	2	10
> CCOc1cc(CO)cc(Br)c1OCC(=O)Nc1ccccc1C
    6	-7	-1	1	7	-3	-9	-1	1
> COc1ccc(NC(=O)CS(=O)CC(=O)Nc2cccc3cccnc23)cc1 (centres undefined)
    0	7	1	4	3	2	6	-6	2
> O=C(CSc1ncn(-c2ccccc2)n1)Nc1ccc2c(c1)OCO2
    0	1	-1	-1	6	4	2	-4	1
> Cc1nn(Cc2cccc(C(=O)N3N=C(C(F)F)CC3(O)C(F)F)c2)c(C)c1[N+](=O)[O-] (centres undefined)
    4	5	1	9	0	0	12	3	5
> COc1ccc(C2/C(=C(/O)c3ccccc3)C(=O)C(=O)N2CCN2CCOCC2)c(OC)c1 (centres undefined)
    2	-6	-3	2	5	-5	-2	-1	1
> CCc1[nH]nc2c1C(c1cccnc1)C(C#N)=C(N)O2 (centres undefined)
    -8	-5	1	-2	-8	-5	9	-2	3
> O=C1CC(N2CCOCC2)C(=O)N1Cc1ccc(N2CCCC2=O)cc1 (centres undefined)
    0	-3	7	6	0	-1	-5	-4	1
> CCC(=O)Nc1ccc(C(=O)Nc2cccc(C)n2)cc1
    -1	-9	-1	5	-2	4	-3	-3	7
> Cc1cc(-c2nc(C)c(-c3nnc(SCC(=O)Nc4cc(Cl)cc(Cl)c4)n3C)s2)no1
    -4	-10	-2	2	1	4	14	1	5
> Cc1ccc2nc(C)/c(=N\O)c(C)nc2c1
    7	5	-1	9	-4	-1	7	0	4
> COc1cccc(NC(=O)N2CCCC2C(=O)NCc2ccc(Cl)cc2)c1 (centres undefined)
    5	-10	1	8	0	1	3	-4	2
> COc1ccc(Cl)cc1NC(=O)CN(C)C(=O)c1cccc2cccnc12
    /	7	/	4	4	/	/	0	5
> CCCCn1c(N)c(N(CC)C(=O)c2cc(CC)c(C)s2)c(=O)[nH]c1=O
    -3	4	2	4	0	2	1	1	4
> O=C(Nc1cc(-c2nc3ccccc3s2)ccc1Cl)c1ccc2c(c1)OCO2
    -3	-5	-3	3	-4	-9	0	-4	2
> Cc1c(CNC(=O)C2CC2)c(-n2cccc2)n(Cc2ccccc2)c1C
    0	5	1	4	-3	5	2	0	-1
> CCCS(=O)(=O)c1nc(C)cc(C)c1S(C)(=O)=O
    2	6	1	-5	1	5	0	-3	-3
> Cc1ccc(NC(=O)NCCSc2ccc(C)cc2)cc1
    -12	-6	-3	-2	3	2	7	-2	17
> CC(=O)NCCc1c[nH]c2ccc(OCc3ccccc3)cc12
    1	/	6	/	5	-1	5	1	/
> CSc1ccc(/C=C2\CCn3c2nc2cc(C(=O)O)ccc2c3=O)cc1
    -24	-44	-4	11	-1	-7	-7	-4	2
> Nn1c(SCC(=O)Nc2ccc3c(c2)OCCO3)nnc1C(F)(F)F
    -1	13	9	11	2	0	14	2	1
> Cc1nc(CCNS(=O)(=O)c2cccnc2)cs1
    2	-4	-4	1	1	-2	-6	-2	2
> N#Cc1ccccc1OCC(=O)Nc1nnc(C2CC2)s1
    -2	7	-2	8	-2	/	/	-3	0

# Assay outcomes as filed in PubChem BioAssay.
